Dicer processing = human Dicer pre-microRNA cleavage inhibition | cat-ELCCA pre-miR-21 Dicer processing, chemiluminescence; hits give high values | z-score at 25 µM | 47,000 compounds, 6% hits; in the data active = z-score above about 3, passing the limit was not always enough;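 also: plate controls were vehicle for no effect and no enzyme for full effect; higher signal means more uncleaved substrate so more Dicer inhibition; strong numbers were not always called active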
The depositor's hits bear a star.

SMILES	Dicer processing
CC(C)(C)N1C(=O)C(c2ccccc2)S/C1=N\N=C\c1cccc([N+](=O)[O-])c1 (stereo not drawn)	0.75
O=C(NCc1ccco1)C1c2ccccc2Oc2ccccc21	1.6
Cc1ccc(-c2nnc(N3CCCCC3)c3ccccc23)cc1S(=O)(=O)N(C)C	-1
COC(=O)c1ccc(C2C(C(=O)c3cc4ccccc4o3)=C(O)C(=O)N2CCN(C)C)cc1 (stereo not drawn)	0.28
CCCN1C(=O)C2(/C(=C(/O)c3ccc(OC)cc3)C(=O)C(=O)N2CCCN(C)C)c2ccccc21 (stereo not drawn)	1.3
NC(=S)c1cnc(-c2ccncc2)nc1N	0.44
Cc1cccc(C2CN(C)CCc3c2cc(O)c(O)c3Cl)c1 (stereo not drawn)	0.47
Cc1cc(S(=O)(=O)N2CCN=C2c2ccccc2)ccc1F	0.97
Cc1ccc(S(=O)(=O)NN=C2CC3(C)CC(=NNS(=O)(=O)c4ccc(C)cc4)CC3(C)C2)cc1 (stereo not drawn)	-2.4
COc1ccccc1C(C[N+](=O)[O-])c1c(N)n(C)c(=O)n(C)c1=O (stereo not drawn)	-1.7
CCC(=O)N1N=C2CC(C)(C)OCC2C1c1ccccc1 (stereo not drawn)	-0.66
Cc1n[nH]c(=O)c2noc(/C=C/c3ccc(Cl)c(Cl)c3)c12	-1
O=c1sn(-c2ccccc2C(F)(F)F)c(=O)n1CC1CC1	-1.5
O=C1NC(=O)c2cc(Cl)c(Cl)cc21	1.9
CC(C)Cc1n(CC(=O)c2ccccc2)c2ccccc2[n+]1C	-0.18
Cc1noc(C(F)(F)F)c1C(=O)O/N=C(\N)c1ccc(Cl)cc1	0.52
C#CCOC(=O)Nc1ccc(Cl)cc1Cl	0.82
CCOC(=O)c1c(NC(=O)c2cc3ccccc3o2)sc2c1CC(C)(C)OC2	1.9
O=C1N(C2CCCCC2)C(=NC2CCCCC2)SC12CC2	0.29
Cn1nc(C(=O)O)c2ccccc2c1=O	-1.2
CCCOCCOC(=O)C1=C(C)NC2=C(C(=O)CC(C)(C)C2)C1c1ccccc1Cl (stereo not drawn)	0.63
C#CC(CC)(CC)N=Cc1cc(Br)ccc1OCC	-0.12
O=C(C1CC1)N1CCc2ccccc21	3.3*
CC(=O)N/C(=C\C=C\c1ccccc1)C(=O)O	-0.25
CCOC(=O)C1CN(c2ccc(C)cc2)CC1=O (stereo not drawn)	-2.7
More records follow:
SMILES	Dicer processing
COC(=O)c1ccc(Oc2ccc(C3SCCS3)cc2)o1	1.9
CC(=O)CSc1nc(C(C)=O)ccc1C#N	1.6
C/S(=N/S(=O)(=O)c1ccccc1Cl)c1ccc(OC(=O)c2ccc(Cl)cc2)cc1 (stereo not drawn)	-0.95
CC(C)(C)c1ccc(NC(=O)N2CCCc3ccccc32)cc1	-0.42
C#CCN1C(=O)C(O)(CC(=O)c2ccc3c(c2)OCCO3)c2ccccc21 (stereo not drawn)	-0.62
N#Cc1c(Cl)cccc1I	0.79
CC(C)n1c(SCc2ccccc2F)nc2c1c(=O)n(C)c(=O)n2C	-0.32
CCC(C)c1ccc(NCN2C(=O)c3ccccc3C2=O)cc1 (stereo not drawn)	3.1*
OC(COCc1ccccc1)Cn1c2ccccc2c2ccccc21 (stereo not drawn)	-1.3
c1ccc(C2CC3CCCCC3CO2)cc1 (stereo not drawn)	-0.57
Cn1nnnc1SCCNCc1ccc(F)cc1	-0.47
O=C(CC1(O)C(=O)Nc2ccc(Cl)cc21)c1ccc(Cl)cc1 (stereo not drawn)	-0.72
COC(=O)c1sc(N2C(=O)c3oc4ccccc4c(=O)c3C2c2ccccc2F)nc1C (stereo not drawn)	0.39
O=C(Nc1nc(-c2ccccc2)cs1)C1CC1	6.7
O=[N+]([O-])c1ccc(N2CCCN(S(=O)(=O)c3ccc(Cl)cc3)CC2)nc1	-0.62
CCOC(=O)c1cc(-c2ccnn2C(=O)c2ccc(C(F)(F)F)cc2)on1	-5.3
COCCN1C(=O)c2oc3ccc(F)cc3c(=O)c2C1c1ccc(SC)cc1 (stereo not drawn)	-0.12
O=C(c1ccccc1)c1cccn1S(=O)(=O)c1cc(C(F)(F)F)cc(C(F)(F)F)c1	0.94
COc1ccc(C2CC(=O)C3=C(C2)NC(C)=C(C(=O)OC(C)C)C3c2ccc(F)cc2)cc1OC (stereo not drawn)	2.5
CCOC(=O)CN1C(=O)C2C3c4ccccc4C(c4ccccc43)C2C1=O (stereo not drawn)	0.5
COC(=O)c1ccc2c(c1)NC(=O)CS2	1.9
O=C(Nc1ncc(Cc2ccc(Cl)cc2)s1)c1cc2ccccc2c(=O)o1	-0.71
C=CCn1c(=S)sc2c(C(C#N)C#N)ncnc21	-1.3
CCOC(=O)c1c(C)c(C#N)c(/N=C/N(C)C)n1-c1ccc(Cl)cc1Cl	0
Cc1ccc(C(=O)n2nc(C)c(Sc3ncccn3)c2C)cc1	-0.27
Further compounds:
SMILES	Dicer processing
CCO/C=N/c1oc(-c2ccccc2)nc1C#N	0.71
CC(=O)Oc1ccc2c(c1)oc(=O)c1ccccc12	0.98
C(=N\Nc1ncnc2sc(-c3ccccc3)cc12)/c1ccncc1	2.8
Cc1ccc(/C=C(\C#N)S(=O)(=O)c2c(N)oc(C)c2C)cc1	-1.2
CC12CN3CC(C)(CN(C1)C3c1ccc(O)cc1O)C2=O (stereo not drawn)	-2.8
Cn1c(=O)c(-c2noc(-c3ccc(Cl)cc3)n2)cn(-c2ccccc2)c1=O	0.1
CSc1ccc(CN2CCN(CC3CC=CCC3)CC2)cc1 (stereo not drawn)	1.2
COC(=O)c1ccc(Cl)cc1N(CCCC#N)S(=O)(=O)c1ccc(OC)c(OC)c1	0.8
COc1ccc2[nH]c(C(=O)Nc3ccc(Br)c(C)n3)cc2c1	-1.7
Cc1[nH]c2ccccc2c1C1(O)C(=O)N(C/C=C/c2ccccc2)c2ccccc21 (stereo not drawn)	-0.55
Cc1[nH]ncc1Sc1ccc(Cl)cc1	-1.7
Cn1c(=O)c2c(nc(NC3CCCCC3)n2Cc2c(F)cccc2Cl)n(C)c1=O	0.79
Cc1ccc(Cl)c2c1NC(=O)C2(O)CC(=O)c1ccc(F)cc1 (stereo not drawn)	0.15
Oc1ccccc1-c1nc2ccccc2[nH]1	3.2*
O=[N+]([O-])c1ccc2c(c1)C(=NO)c1cc([N+](=O)[O-])ccc1-2	-0.89
Cc1ccc(-n2nnnc2/C=C\Nc2ccc(OC(F)(F)F)cc2)cc1	1.1
CC(C)S(=O)(=O)c1nnn(-c2cc(Cl)cc(Cl)c2)c1N	-1.4
Cc1nc(-c2ccccc2)nc2[nH]c(-c3ccccc3)cc12	1
O=c1nc(SCc2ccc(Cl)cc2)nc(-c2ccccc2)[nH]1	-1.8
CCCCOC(=O)Nc1sc2c(c1C(=O)OC)CCC2	-1.4
O=C(O)CSc1nnc2c3ccccc3n(Cc3ccccc3)c2n1	1.2
CCC1(C)CC(=O)N(c2cc(Cl)cc(Cl)c2)C(=O)C1	1.9
O=C(CSc1nnc(-c2csc3c2CCCC3)o1)Nc1ccccc1	2.2
OCCCNC(=S)Nc1cc(Cl)c(Cl)cc1Cl	-0.62
Cc1nn(-c2ccccc2)nc1C(=O)c1c(C)[nH]n(-c2ccccc2)c1=O	-0.96
Following part.
SMILES	Dicer processing
COc1nc(-c2ccc(Cl)cc2)ccc1-c1noc(C(C)C)n1	0.92
CCN1C(=O)C2(/C(=C(/O)c3ccccc3)C(=O)C(=O)N2CCN2CCOCC2)c2ccccc21 (stereo not drawn)	1
CCOC(=O)NNc1cc(C(F)(F)F)ccn1	-0.71
CCc1cc(C(=O)Cc2nc3ccccc3s2)c(O)cc1O	0.55
CCOc1ccc(NC23SCC(=O)C2CCc2ccccc23)cc1 (stereo not drawn)	-0.71
O=c1cc(Sc2ccc(Cl)cc2)c2ccccc2o1	-3
O=C(O)CCCC(=O)NCCc1ccncc1	1.5
Cc1ccc(Cn2nnc(-c3cc(C(F)(F)F)cc(C(F)(F)F)c3)n2)cc1	-0.57
Cc1cc(N=Cc2ccccc2O)no1	4.5*
COc1ccc(C2N=C(N3CCc4ccccc43)Nc3nc(C)cc(=O)n32)cc1 (stereo not drawn)	-0.67
CCOC(=O)c1cnc(S/C=C/C(=O)c2ccc(Cl)cc2)nc1N	-1.6
O=c1c(-c2ccccc2Cl)c(C(F)(F)F)oc2c(CN3CCOCC3)c(O)ccc12	0.12
CCNc1nc(SCc2ccc([N+](=O)[O-])cc2)nc2sc3c(c12)CCC(C)C3 (stereo not drawn)	-1.7
CC(C)(C)c1ccc(NC(=O)Oc2ccccc2N2CCCCC2)cc1	2
Cc1cc(NC(=O)c2cc(C(C)(C)C)oc2C)nc(C)n1	-1.1
Cc1cc(Nc2ccc(I)cc2F)c2ccccc2n1	0.74
CCOC(=O)Cc1nc2ccccc2o1	2
CC1=C(C(=O)Nc2ccccc2)S(=O)CCO1 (stereo not drawn)	3.3*
O=C(c1ccccc1)C1CN(C2CCS(=O)(=O)C2)CCC1(O)c1ccccc1 (stereo not drawn)	-0.29
CC(C)(C)OC(=O)N1CCCN(C(=S)Nc2ccccc2N2CCOCC2)CC1	-0.86
COc1ccc(OC)c(NC(=O)[C@H]2CC=CC[C@H]2C(=O)O)c1	0.29
CCOC(=O)CSc1nnc(-c2ccc(Br)cc2)o1	2.3
CCCCOC(=O)C1=C(C)NC2=C(C(=O)CCC2)C1c1cc2c(cc1Cl)OCO2 (stereo not drawn)	-0.17
CC(=O)Nc1ccccc1OCCN(Cc1ccccc1)C(=O)c1ccc(Cl)cc1	0.24
Cc1ccc(C(=O)/C=C/Sc2nc(C)cc(C)n2)cc1	-1.6
Other records follow:
SMILES	Dicer processing
CCOC(=O)C1=C(C)N(c2ccc(C)c(C)c2)C(=O)C1	9.8
CCOC(=O)C(NC(C)=O)(Nc1ccccc1C)C(F)(F)F (stereo not drawn)	1.4
O=C(C1=C(O)C(=O)N(CCCn2ccnc2)C1c1ccc(Cl)cc1)c1ccco1 (stereo not drawn)	0.91
COc1ccc(NC(=O)C(C)Oc2ccc(Oc3ccc(C(F)(F)F)cc3)cc2)cc1 (stereo not drawn)	0.25
CCOC(=O)c1c(C)n(C)c2ccc(OCCN(C)C)cc12	-0.65
O=C(Nc1ccc(Cl)cc1)NC1CCCCC1	1.1
Cc1cccc(Nc2n[nH]c(=S)s2)c1	1.2
CCOC(=O)c1cnc2c(ccc3[nH]snc32)c1=O	-0.48

Compounds above that have four or more nitrogen atoms, in the order listed:
SMILES	Dicer processing
CC(C)(C)N1C(=O)C(c2ccccc2)S/C1=N\N=C\c1cccc([N+](=O)[O-])c1 (stereo not drawn)	0.75
Cc1ccc(-c2nnc(N3CCCCC3)c3ccccc23)cc1S(=O)(=O)N(C)C	-1
NC(=S)c1cnc(-c2ccncc2)nc1N	0.44
Cc1ccc(S(=O)(=O)NN=C2CC3(C)CC(=NNS(=O)(=O)c4ccc(C)cc4)CC3(C)C2)cc1 (stereo not drawn)	-2.4
COc1ccccc1C(C[N+](=O)[O-])c1c(N)n(C)c(=O)n(C)c1=O (stereo not drawn)	-1.7
CC(C)n1c(SCc2ccccc2F)nc2c1c(=O)n(C)c(=O)n2C	-0.32
Cn1nnnc1SCCNCc1ccc(F)cc1	-0.47
O=[N+]([O-])c1ccc(N2CCCN(S(=O)(=O)c3ccc(Cl)cc3)CC2)nc1	-0.62
C=CCn1c(=S)sc2c(C(C#N)C#N)ncnc21	-1.3
CCOC(=O)c1c(C)c(C#N)c(/N=C/N(C)C)n1-c1ccc(Cl)cc1Cl	0
Cc1ccc(C(=O)n2nc(C)c(Sc3ncccn3)c2C)cc1	-0.27
C(=N\Nc1ncnc2sc(-c3ccccc3)cc12)/c1ccncc1	2.8
Cn1c(=O)c(-c2noc(-c3ccc(Cl)cc3)n2)cn(-c2ccccc2)c1=O	0.1
Cn1c(=O)c2c(nc(NC3CCCCC3)n2Cc2c(F)cccc2Cl)n(C)c1=O	0.79
Cc1ccc(-n2nnnc2/C=C\Nc2ccc(OC(F)(F)F)cc2)cc1	1.1
CC(C)S(=O)(=O)c1nnn(-c2cc(Cl)cc(Cl)c2)c1N	-1.4
O=C(O)CSc1nnc2c3ccccc3n(Cc3ccccc3)c2n1	1.2
Cc1nn(-c2ccccc2)nc1C(=O)c1c(C)[nH]n(-c2ccccc2)c1=O	-0.96
Cc1ccc(Cn2nnc(-c3cc(C(F)(F)F)cc(C(F)(F)F)c3)n2)cc1	-0.57
COc1ccc(C2N=C(N3CCc4ccccc43)Nc3nc(C)cc(=O)n32)cc1 (stereo not drawn)	-0.67
CCNc1nc(SCc2ccc([N+](=O)[O-])cc2)nc2sc3c(c12)CCC(C)C3 (stereo not drawn)	-1.7
CC(C)(C)OC(=O)N1CCCN(C(=S)Nc2ccccc2N2CCOCC2)CC1	-0.86

Filtered by structure: the compounds so far containing a thiophene ring, fused or not
SMILES	Dicer processing
CCOC(=O)c1c(NC(=O)c2cc3ccccc3o2)sc2c1CC(C)(C)OC2	1.9
C(=N\Nc1ncnc2sc(-c3ccccc3)cc12)/c1ccncc1	2.8
CCCCOC(=O)Nc1sc2c(c1C(=O)OC)CCC2	-1.4
O=C(CSc1nnc(-c2csc3c2CCCC3)o1)Nc1ccccc1	2.2
CCNc1nc(SCc2ccc([N+](=O)[O-])cc2)nc2sc3c(c12)CCC(C)C3 (stereo not drawn)	-1.7

Only part of the results is shown, so the mix of outcomes need not match the whole.
